ERG-DNA inh – ERG Ets/DNA interaction inhibition; Potency, µM (top dose mostly 76.9 µM), without a hit: at the top dose FP activity, negative = inhibition, most hits filed as inhibitors; fluorescence polarization, His-ERG Ets domain / labelled DNA; P11308; AID 624246; 370,000 tested, 0.028% active; active = well fitted inhibition curve with a large enough effect in the polarisation, with a control signal flat; inconclusive = small, poorly fitted or top-dose-only effect, or effect the other way, or a change in a side signal; inactive = no such curve, though single readings can be large or run the other way; the % refers to the polarisation;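 also: polarization taken with two DNA probes labelled with fluorescein and Texas red; % of control where 0% means no effect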
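His-tagged ERG Ets domain (1 uM in the protein solution; 300mM KCl, 50mM Tris-HCl, 1mM EDTA, 1mM DTT, pH 7.5) received compound, then a probe mix of 5 nM fluorescein-DNA and 100nM Texas-615-DNA. Fluorescence polarization was read for both dyes.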
HP1b binding inh – HP1-beta chromodomain-methylated histone interaction inhibition | P83916 | AlphaScreen HP1-beta / biotin-H3K9me3 peptide binding | Potency, µM (series often up to 114 µM), for the others: top-dose activity change, negative = inhibition, hits mostly inhibitors | 390,000 tested, 0.56% active | AID 540317; also: nearly all actives have a fitted effect of over 70% in size; inactives centre near 23
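Compound inhibition of the preformed complex between 50 nM HP1-beta and 50 nM biotinylated H3K9me3 peptide was read by AlphaScreen. Buffer was PBS pH 7.4 with 0.01% Tween-20. Incubations ran 30 min at room temperature, with 10 ug/mL donor/acceptor beads.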
RGS4 inh – blocks human RGS4-accelerated GTP hydrolysis; P49798; Transcreener GDP fluorescence polarization, RGS4-accelerated GTP hydrolysis; Potency, µM (top dose mostly 114 µM), for the others: at the top dose activity change, negative = inhibition, most hits filed as inhibitors; 390,000 tested, 0.039% active; also: % is scaled to controls: 0 for no effect and ±100 for the full control effect; nearly all actives have a fitted effect of over 75% in size; some results filed as inactive show a strong effect at the top dose
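MLSMR compounds (23 nl, pin-transferred) preincubated 10 min at room temperature with a 500nM (2x) first reagent, then RGS4 at 900nM (2x) plus Transcreener GDP mix added; fluorescence polarization (620/688 nm) read before and after 90 min at 30 °C.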
Tb PGK inh – inhibitors of T. brucei phosphoglycerate kinase; PGK/GAPDH coupled, Kinase-Glo luminescence, 60 min; Potency, µM (series often up to 57.5 µM), without a hit: top-dose activity change, negative = inhibition, most hits filed as inhibitors; 380,000 tested, 0.043% active; AID 602233; also: % is scaled to controls: 0 for no effect and ±100 for the full control effect; nearly all actives have a fitted effect of over 60% in size
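Luminescent ATP detection (Kinase-Glo Plus) follows a 60-minute room-temperature incubation, with wells lacking PGK as controls. Buffer: 100 mM TEA (pH 7.6), 5 mM MgCl2, 0.01% Tween-20. Coupling enzyme GAPDH (100 nM final) supplies unstable 1,3-BPG in-well.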
12-LOX inh – ALOX12 (human) lipoxygenase inhibition | P18054 | purified 12hLO, xylenol orange hydroperoxide absorbance | Potency, µM (highest dose often 108 µM), inactives show top-dose activity change, negative = inhibition, usual class: inhibitors | 580,000 tested, 1.1% active | AID 1671190; also: % is scaled to controls: 0 for no effect and ±100 for the full control effect
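Purified human 12hLO at 150 nM in 25 mM Hepes, 0.01% Triton X-100, pH 7.0, preincubated 15 min at room temperature with compound. Reaction started with 40 uM arachidonic acid, 30 min at room temperature. Hydroperoxide measured by Fe-xylenol orange, 573/405 nm absorbance ratio.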
GLS inh – blocks human kidney-isoform glutaminase activity | O94925 | GLS enzymatic activity, qHTS titration | Potency, µM (top dose mostly 45.5 µM), for inactives: at the top dose activity change, negative = inhibition, most hits filed as inhibitors | 410,000 tested, 0.21% active | AID 624170; also: % is scaled to controls: 0 for no effect and ±100 for the full control effect
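Two-point fluorescence kinetic (t0, 30 min RT) for hKGA; glutamate detected via glutamate oxidase–HRP–Amplex Red. Substrate: 1 mM L-glutamine solution; buffer 45 mM KH2PO4, pH 8.2.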
JMJD2A Tudor – JMJD2A Tudor domain (human) inhibition; 390,000 tested, 4.4% active; AlphaScreen JMJD2A-Tudor / H3K4me3 peptide binding; Potency, µM (titrated, usually from 114 µM), for inactives: at the highest dose activity change, negative = inhibition, hits mostly inhibitors; also: % is scaled to controls: 0 for no effect and ±100 for the full control effect; nearly all actives have a fitted effect of over 50% in size
Target sequence (O75164 whole entry, looked up, the tested form may be a part): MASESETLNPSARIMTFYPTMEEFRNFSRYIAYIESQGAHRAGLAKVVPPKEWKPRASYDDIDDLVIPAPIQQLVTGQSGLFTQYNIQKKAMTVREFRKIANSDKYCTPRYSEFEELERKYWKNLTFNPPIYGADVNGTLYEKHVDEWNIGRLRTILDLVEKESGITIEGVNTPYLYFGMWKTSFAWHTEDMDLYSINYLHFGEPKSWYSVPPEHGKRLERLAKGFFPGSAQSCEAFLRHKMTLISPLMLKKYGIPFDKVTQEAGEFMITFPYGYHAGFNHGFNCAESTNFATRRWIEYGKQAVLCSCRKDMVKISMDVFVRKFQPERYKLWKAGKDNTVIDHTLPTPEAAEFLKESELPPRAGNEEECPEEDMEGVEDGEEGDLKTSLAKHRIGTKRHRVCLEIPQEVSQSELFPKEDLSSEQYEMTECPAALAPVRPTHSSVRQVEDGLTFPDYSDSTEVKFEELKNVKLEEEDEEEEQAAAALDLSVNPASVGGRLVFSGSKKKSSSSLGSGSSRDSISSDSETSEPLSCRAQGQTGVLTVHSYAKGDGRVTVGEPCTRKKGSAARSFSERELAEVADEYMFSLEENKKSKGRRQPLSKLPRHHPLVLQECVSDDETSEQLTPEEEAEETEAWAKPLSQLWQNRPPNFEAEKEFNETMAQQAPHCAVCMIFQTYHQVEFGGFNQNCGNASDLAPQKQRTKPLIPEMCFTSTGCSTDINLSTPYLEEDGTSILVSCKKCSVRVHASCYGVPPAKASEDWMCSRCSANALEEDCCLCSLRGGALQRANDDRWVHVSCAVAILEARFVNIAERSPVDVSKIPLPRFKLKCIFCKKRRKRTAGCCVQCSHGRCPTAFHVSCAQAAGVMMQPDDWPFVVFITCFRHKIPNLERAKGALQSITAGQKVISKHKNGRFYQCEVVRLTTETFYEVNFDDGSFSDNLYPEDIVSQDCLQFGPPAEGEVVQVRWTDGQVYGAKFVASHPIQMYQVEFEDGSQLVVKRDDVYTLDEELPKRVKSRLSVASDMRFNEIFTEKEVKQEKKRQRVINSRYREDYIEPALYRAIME
Pin1 inhibitor – blocks the human prolyl isomerase Pin1. Pin1 FP peptide displacement, HiFluor488, 10 min. Potency, µM (doses to about 115 µM), for inactives: top-dose activity, negative = inhibition, most hits filed as inhibitors. 390,000 tested, 0.009% active. AID 504891; active = well fitted inhibition curve with a large enough effect in the polarisation, with a control signal flat, not every such curve was filed as active; inconclusive = small, poorly fitted or top-dose-only effect, or effect the other way, or a change in a side signal; inactive = no such curve, though single readings can be large or run the other way; the % refers to the polarisation; also: % is scaled to controls: 0 for no effect and ±100 for the full control effect
TrxR1 inh – rat TrxR1 inhibition; Potency, µM (series often up to 114 µM), without a hit: top-dose activity change, negative = inhibition, hits mostly inhibitors; O89049; 390,000 tested, 1% active; recombinant rTrxR1, NADPH fluorescence consumption, selenite substrate; also: % is scaled to controls: 0 for no effect and ±100 for the full control effect; nearly all actives have a fitted effect of over 65% in size
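Rat TrxR1 (90 nM in the dispensed reagent) was pre-reduced with 400 uM NADPH for 5 min at room temperature, then incubated with compound for 15 min. After 400 uM selenite was added, NADPH fluorescence (Ex 340/Em 450 nm) was followed for 8 min.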
The depositor's hits bear a star; i = inactive; ? = inconclusive; / = not tested or not shown; & = joins results of further samples; [ ] = dose if it differs, or a comment. Unless noted, calls follow the shape of the dose curve; as a rule, active = well fitted curve in the direction sought with a large enough effect; inconclusive = small, poorly fitted or top-dose-only effect, or another doubt; inactive = no such curve, though single readings can be large; an effect the other way counts as inactive or inconclusive. Potency is read from the fitted curve at half-maximal effect.

SMILES | ERG-DNA inh | HP1b binding inh | RGS4 inh | Tb PGK inh | 12-LOX inh | GLS inh | JMJD2A Tudor | Pin1 inhibitor | TrxR1 inh
N#Cc1nc(-c2ccco2)oc1NCCCN1CCOCC1 | 1% | 7% | 4% | 1% | -7% | 10% | -18% | 0% | 0%[57.1 µM]
NS(=O)(=O)c1ccc(CCNS(=O)(=O)c2cccc(C(=O)O)c2)cc1 | -6% | 69%[activator] | 8%[11.4 µM] | i | -7% | 4% | 0%[11.4 µM] | -11% | 21%
COc1cc(/C=C2\C(=N)N3N=C(S(C)(=O)=O)SC3=NC2=O)ccc1OS(=O)(=O)c1ccc(C)cc1 | -8% | -5% | ? | 0% | 45µM* | 12% | 56µM* | ? | ?
COc1ccccc1-n1c(=O)c(C#N)c(-c2ccc([N+](=O)[O-])cc2)c2cc(C(=O)c3ccccc3O)cnc21 | 8% | 11% | -17% | -9% | -20% | -11% | -27% | 24% | 19%
Cc1c(Cl)cccc1NC(=O)Cn1cc(C(=O)c2cccs2)c2ccccc21 | -3% | 7% | -21% | -2% | -19% | -7% | 7% | 4% | 3%
O=C(Nc1ccc(F)cc1)N1CCOCC1 | 3% | 26% | 6% | 2% | -16% | / | 6% | ? | 6%
Cn1nnnc1SCCCNCc1cc(Cl)ccc1OCc1ccc(F)cc1 | 4% | 37% | 4% | -4% | -4% | 5% | -26% | -7% | 14%
O=C(CN1C2CCCC1CC(NC(=O)c1ccco1)C2)Nc1ccccc1 (stereo unspecified) | 14% | 20% | 10% | 4% | 14% | 10% | -13% | 3% | 6%[57.1 µM]
CCOc1ccc(-n2c(SC(C)C)nc3c(c2=O)SCC3)cc1 | -9% | -13% | 9% | i | 0% | 9% | ? | -5% | -12%
COc1ccc(Cn2cc(F)c(=O)n(C)c2=O)cc1[N+](=O)[O-] | 21% | -9% | 12% | -4% | -4% | 6% | -11% | 4% | 22%[57.1 µM]
CSc1cccc(NC(=O)CCCOc2ccccc2)c1 | 0% | 62%[activator] | 4% | -5% | 1% | 2% | 2% | 4% | 10%
CC(C)CC(NS(=O)(=O)c1cc(C(=O)O)ccc1Cl)C(=O)O (stereo unspecified) | -14% | 23% | -3% | -8% | -17% | -8% | -11% | -3% | 17%
Cc1ccc(S(=O)(=O)NC(C)(C)CSc2nncn2C)cc1 | 0% | 17% | 11% | -1% | -15% | -3% | -5% | 0% | 3%[57.1 µM]
CC1CCCN(S(=O)(=O)c2cc(C(=O)NCCc3ccccc3)n(C)c2)C1 (stereo unspecified) | -3% | 15%[57 µM] | 11% | -1% | -15% | -12% | -28% | -15% | 2%[57.1 µM]
CC1CN(C(=O)Nc2ccc(C(=O)NCCc3ccccc3Cl)cc2)c2ccccc2S1 (stereo unspecified) | ? | 37% | -14% | -10% | -16% | 0% | -5% | -3% | 10%
O=C1N[C@@H](Cc2c[nH]c3ccccc23)C(=O)N[C@H]1Cc1ccccc1 | -8% | 57%[activator] | -14% | i | -6% | -2% | -8% | -4% | 6%
COc1ccc(C(=O)NCc2c(C)oc(C)c2C(=O)O)cc1 | -2% | 5% | 19% | 6% | -42% | 26% | -19% | 0% | 5%[57.1 µM]
CCOc1ccc(C(C(=O)NC2CCCC2)N(CCOC)C(=O)CNC(=O)c2ccco2)cc1 (stereo unspecified) | 0% | 11% | -39% | -8% | 4% | -1% | -18% | 0% | 12%[57.1 µM]
COc1ccc(CNC2CC(=O)N(C)C2=O)cc1 (stereo unspecified) | -4% | 14% | 16% | i | 4% | 0% | -19% | -6% | -11%
CCC/C(=N/NC(=O)c1ccccc1Cl)c1ccccc1 | 14% | 44%[activator] | -14% | 1% | 2% | 1% | -2% | 0% | 20%
O=C(Nc1ccccc1Cl)c1ccc2nccnc2c1 | -1% | ? | 24% | -5% | 1% | 3% | -10% | ? | -30%
COc1cccc(/C=C2\N=C(SC)SC2=O)c1OC | -4% | 59%[activator] | -6% | -6% | -12% | 7% | 26% | 4% | -7%
CCN1CCN(c2ccc(S(=O)(=O)N3CCCCC3)cc2NC(=O)c2cccc(OC(F)F)c2)CC1 | -8% | 15% | -27% | -4% | ? | -3% | -23% | -6% | -2%
CN1C(=O)c2cccc(NC(=O)CCc3ccccc3)c2C1=O | -5% | 97%[activator] | -3% | 1% | 21%[57.4 µM] | -4% | 28% | -7% | 30%
Cc1ccc(CNC(=O)C2CCN(S(=O)(=O)c3ccc4c(c3)oc(=O)n4C)CC2)cc1 | -1% | 38% | 9% | -11% | -3% | 1% | -8% | 5% | 7%
Cc1cc(=O)n(C)c(=O)n1CCCNc1ccccc1 | / | 56µM* | -12% | 4% | ? | 48%[activator] | 7.9µM* | -3% | 7%
COc1cc(C2C(C#N)=C(N)OC3=C2C(=O)CC(C)(C)C3)ccc1OCCN1CCOCC1 (stereo unspecified) | -13%[15.4 µM] | 22% | -12% | 0% | 347%[activator] | -15% | -15% | -4% | 15%[11.4 µM]
Cc1sc2ncnc(SCC(=O)Nc3ncccc3O)c2c1C | 30%[activator] | -22% | -48% | -11% | -16% | -8% | 63µM* | 18% | ?
O=C(NCc1ccccn1)c1ccc(OC2CCN(Cc3ccc(CO)o3)CC2)cc1 | -11% | 29% | -19% | 0% | 13% | -11% | -12% | -7% | -8%
CCCN(C(=O)c1cccc(S(=O)(=O)N2CCCc3ccccc32)c1)C1CCS(=O)(=O)C1 (stereo unspecified) | 13% | 32% | 2% | 2% | -26% | 3% | 2% | -1% | 5%
CC(=O)Nc1c(O)cc(Br)c2nonc12 | / | 16%[57 µM] | -33% | / | / | / | -18%[57.1 µM] | 0% | -31%
CCN(c1ccccc1)S(=O)(=O)c1ccc(Oc2ccccc2)c(N)c1 | 0% | 10%[57 µM] | 8% | 7% | 5% | 7% | -18% | 3% | -20%[57.1 µM]
COc1ccccc1N1CCN(C(=O)c2cc(-c3ccccc3O)on2)CC1 | -7%&-1% | -19%&7% | 20%&-5% | -2% | -17%&-13% | 5%&15% | -11%&-20% | 0%&-1% | 3%&12%
CCc1ccc(CN(C)Cc2nc(Cc3ccccc3)no2)nc1 | 6% | 32% | 39% | -5% | 14% | -1% | -13% | -2% | 11%
Brc1ccc2c(c1)OCCOCCOCCOCCOCCOCCO2 | 1% | 12% | 13% | 1% | ? | 1% | -7% | -12% | -1%
CCOC(=O)c1[nH]c(COC(=O)CCCOc2ccccc2)c(C(=O)OCC)c1C | 3% | 53% | 1% | -1% | / | -9% | 2% | ? | 16%[57.1 µM]
COc1cccc(CNC(=O)CC(c2ccc(F)cc2)N2Cc3ccccc3C2=O)c1 (stereo unspecified) | 5% | 12% | 12% | -9% | ? | -8% | -7% | 2% | 18%
O=C(C/C=N/OCc1ccc(Cl)cc1)c1cnc(-c2ccccc2)s1 | 8% | -14% | -22%[11.4 µM] | -4% | 0% | 2% | 17%[11.4 µM] | ? | -1%[57.1 µM]
O=C(/C=C/c1c[nH]c2ccccc12)c1cccc2ccccc12 | 0% | 36% | -2% | -4% | ? | 4% | -18% | ? | -8%
O=C(Nc1nc2ccc(Cl)cc2s1)c1ccco1 | -3% | 22% | 17% | 0% | 18% | -3% | -7% | 4% | 1%[57.1 µM]

Part of the list above, as tab-separated lines.
mol	ERG-DNA inh	HP1b binding inh	RGS4 inh	Tb PGK inh	12-LOX inh	GLS inh	JMJD2A Tudor	Pin1 inhibitor	TrxR1 inh
O=C(Nc1ccccc1Cl)c1ccc2nccnc2c1	-1%	?	24%	-5%	1%	3%	-10%	?	-30%
COc1cccc(/C=C2\N=C(SC)SC2=O)c1OC	-4%	59%[activator]	-6%	-6%	-12%	7%	26%	4%	-7%
CCN1CCN(c2ccc(S(=O)(=O)N3CCCCC3)cc2NC(=O)c2cccc(OC(F)F)c2)CC1	-8%	15%	-27%	-4%	?	-3%	-23%	-6%	-2%
CN1C(=O)c2cccc(NC(=O)CCc3ccccc3)c2C1=O	-5%	97%[activator]	-3%	1%	21%[57.4 µM]	-4%	28%	-7%	30%
Cc1ccc(CNC(=O)C2CCN(S(=O)(=O)c3ccc4c(c3)oc(=O)n4C)CC2)cc1	-1%	38%	9%	-11%	-3%	1%	-8%	5%	7%
Cc1cc(=O)n(C)c(=O)n1CCCNc1ccccc1	/	56µM*	-12%	4%	?	48%[activator]	7.9µM*	-3%	7%
COc1cc(C2C(C#N)=C(N)OC3=C2C(=O)CC(C)(C)C3)ccc1OCCN1CCOCC1 (stereo unspecified)	-13%[15.4 µM]	22%	-12%	0%	347%[activator]	-15%	-15%	-4%	15%[11.4 µM]
Cc1sc2ncnc(SCC(=O)Nc3ncccc3O)c2c1C	30%[activator]	-22%	-48%	-11%	-16%	-8%	63µM*	18%	?
O=C(NCc1ccccn1)c1ccc(OC2CCN(Cc3ccc(CO)o3)CC2)cc1	-11%	29%	-19%	0%	13%	-11%	-12%	-7%	-8%

This is a subset (hit frequency here may not be typical).
